Compound activity (PubChem BioAssay)
OX1R antagonist = OX1R (HCRTR1) antagonists, primary screen, fluorescence, CHO/OX1R cells, Fluo-8 calcium, orexin A; AID 434989, 2010; 330,000 compounds, 0.43% hits; Orexin/Hypocretin receptor type 1 (Homo sapiens), O43613; inhibition, % at 5 µM; Fluo-8 calcium fluorescence;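 active = inhibition above its plate's threshold, mean inhibition of all tested compounds on the plate plus 3 SD, cut at about 37% in these data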;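 also: 0% = orexin A challenge wells and 100% = SB-334867-A antagonist wells; not every result past the cut was called active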
Target sequence (O43613 whole entry, looked up): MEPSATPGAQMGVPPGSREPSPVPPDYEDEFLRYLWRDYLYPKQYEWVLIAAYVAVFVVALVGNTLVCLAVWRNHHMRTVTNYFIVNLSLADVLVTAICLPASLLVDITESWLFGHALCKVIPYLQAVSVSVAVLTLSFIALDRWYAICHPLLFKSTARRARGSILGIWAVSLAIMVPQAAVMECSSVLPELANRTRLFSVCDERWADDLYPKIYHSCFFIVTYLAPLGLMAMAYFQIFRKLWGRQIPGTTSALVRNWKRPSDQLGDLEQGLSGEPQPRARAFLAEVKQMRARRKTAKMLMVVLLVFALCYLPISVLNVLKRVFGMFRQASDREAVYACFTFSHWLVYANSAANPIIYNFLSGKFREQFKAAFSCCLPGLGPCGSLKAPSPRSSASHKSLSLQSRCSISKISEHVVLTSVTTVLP
CHT allo act = CHT positive allosteric modulators, primary screen, cell-based, membrane potential dye, choline EC20. AID 488977, 2010. 310,000 compounds, 0.49% hits. CHT-expressing cells; hits give high values; LV-AA mutant CHT in HEK293 cells. B-score at 10 µM. High affinity choline transporter 1 (Homo sapiens), Q9GZV3;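 active = initial fluorescence not abnormally high and integrated response B-score, plate-corrected, over 3 SD above library mean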
Target sequence (Q9GZV3 whole entry, looked up): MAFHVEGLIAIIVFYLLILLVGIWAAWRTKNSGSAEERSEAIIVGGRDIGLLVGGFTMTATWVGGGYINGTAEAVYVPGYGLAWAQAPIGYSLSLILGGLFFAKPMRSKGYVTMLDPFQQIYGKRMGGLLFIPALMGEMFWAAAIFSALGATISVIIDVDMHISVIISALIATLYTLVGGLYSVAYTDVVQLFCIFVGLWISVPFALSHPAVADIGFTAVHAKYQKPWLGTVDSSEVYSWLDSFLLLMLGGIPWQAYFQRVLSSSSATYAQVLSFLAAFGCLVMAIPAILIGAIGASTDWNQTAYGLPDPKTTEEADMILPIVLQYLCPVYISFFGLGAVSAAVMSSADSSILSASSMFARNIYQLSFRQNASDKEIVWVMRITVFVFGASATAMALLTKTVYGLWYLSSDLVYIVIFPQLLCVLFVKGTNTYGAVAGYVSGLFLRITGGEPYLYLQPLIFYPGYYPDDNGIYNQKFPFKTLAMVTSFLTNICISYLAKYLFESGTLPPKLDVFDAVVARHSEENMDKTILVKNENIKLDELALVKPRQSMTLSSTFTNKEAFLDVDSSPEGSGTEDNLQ
Starred values were filed as active, the others as inactive; i = inactive; / = not tested or not shown. No enrichment for hits, and some 0.83% of all compounds hit somewhere here.

molecule,OX1R antagonist,CHT allo act
CCOC(=O)C(=O)/C(=C\N(C)C)c1onc(-c2c(F)cccc2Cl)c1C(=O)OC,-5,i
COC(=O)c1sc(C(C)(C)C)cc1CS(=O)(=O)c1ccccn1,0,i
O=C(OCC(=O)N1CCC(c2ccccc2)=N1)c1ccc([N+](=O)[O-])s1,-27,i
Cc1ccc(S(=O)(=O)N2CCCc3ccccc32)cc1C,-16,i
COc1ccc2c(c1)C(C)=CC(C)(C)N2S(=O)(=O)c1ccc(NC(C)=O)cc1,-12,i
CCN1CCc2c(C#N)c(NCc3ccccc3)nc(NCCO)c2C1,-26,i
O=C1OCC(Cn2c3ccccc3c3ccccc32)O1 (stereo not drawn),-5,i
COc1ccc(CNC(=O)C2CCN(C(=O)[C@@H]3Cc4ccccc4CN3)CC2)cc1,7,i
COc1cc2c(cc1OC)C(C)N(C(=O)CCNC(=O)c1ccccc1)CC2 (stereo not drawn),4,i
Nc1c(-c2ccc(Cl)cc2)nnn1-c1ccccc1,-21,i
COCc1cc(SC2CCCCC2)nc(C)n1,-22,i
CNCCCOc1ccc(Cl)cc1C(C)(C)C,2,i
COc1ccc(C(=O)COC(=O)c2cnc(C)cn2)c(OC)c1,-9,i
Cc1nc(CSc2nnc(C)s2)cs1,5,i
O=C(COC(=O)c1cc(C(F)(F)F)cc(C(F)(F)F)c1)NCc1ccc(Cl)cc1,0,i
Cc1ccc(C)c(S(=O)(=O)N2CCNCC2)c1,-28,i
Cc1ccc(NC(=O)CSc2nc(N)cc(=O)[nH]2)cc1S(=O)(=O)N1CCCCCC1,-6,/
O=C(CN1CCCCC1)NCC(=O)Nc1ccc(F)c(F)c1F,-3,/
Cc1ccc(C2(C)NC(=O)N(CC(=O)Nc3ccc4c(c3)CCC4)C2=O)cc1 (stereo not drawn),-10,/
CCC(C)NC(=O)CS(=O)Cc1nc(-c2cccc(OC)c2)oc1C (stereo not drawn),-22,i
COc1ccc(O)c(C(=O)c2cnn(C(=O)c3cccc(S(=O)(=O)N4CCOCC4)c3)c2)c1,-18,i
O=C1c2ccc(-c3ccc(Cl)c(C(F)(F)F)c3)cc2S(=O)(=O)c2cccc(C(=O)N3CCN(c4ccc(Cl)cn4)CC3)c21,-7,/
O=C(CNC(=O)c1cccs1)c1ccc(Br)cc1,2,i
Cc1ccc(OCc2ccc(-c3ccccc3)cc2)c([N+](=O)[O-])n1,-7,i
Cc1ccc(NC(=O)COC(=O)CNC(=O)c2ccco2)cc1,-3,i

Record cards (already shown). Order of screens: OX1R antagonist, CHT allo act
COc1ccc(C(=O)COC(=O)c2cnc(C)cn2)c(OC)c1 is listed as -9, i
COc1ccc(CNC(=O)C2CCN(C(=O)[C@@H]3Cc4ccccc4CN3)CC2)cc1 is listed as 7, i

Next part.
molecule,OX1R antagonist,CHT allo act
CCc1nc(NCc2ccccn2)c2oc3ccccc3c2n1,-4,i
Cc1ccc(Cn2ccnc2C(=O)Nc2ccccc2)cc1,-20,i
COc1ccccc1NC(=O)COC(=O)Cc1ccc(S(=O)(=O)N2CCCCC2)s1,-20,i
COc1cc(NC(=O)C2CCCCC2)c(OC)cc1NC(=O)CCC(=O)NCc1ccco1,-11,i
COc1ccc(NC(=O)CNS(=O)(=O)c2ccc(Cl)cc2)cc1OC,-11,i
COc1ccc(S(=O)(=O)N2C3CCC2CC(NC(=O)C2CC2)C3)cc1 (stereo not drawn),-10,i
COc1ccc(Nc2nc3c(C)cccc3cc2C#N)c(OC)c1,-10,i
CC1(C)CC(=O)C=C(c2cccc(Cl)c2O)C1,-11,/
COc1ccc(OC)c(NC(=O)CS(=O)(=O)Cc2nc(-c3ccccc3C)oc2C)c1,2,i
Cc1ccc(-c2cc(C(=O)Nc3c(C)n(C)n(-c4ccccc4)c3=O)[nH]n2)c(O)c1C,-22,i
CCNC(=S)NS(=O)(=O)c1ccc(CC)cc1,-12,i
CC(=O)N1CCC2(CC1)CC(=O)c1cc(OCC(=O)N3CCOCC3)ccc1O2,-14,i
C=CCNc1nc(-c2ccccc2)nc(-n2ccnc2)n1,-25,i
O=C(COC(=O)c1cc(Br)ccc1Cl)NC1CCCC1,-25,i
CCCCN(CCCNC(=O)CN1C(=O)COc2ccccc21)c1ccccc1,-12,i
COc1cc(/C=C2\SC(N3CCc4ccccc4C3)=NC2=O)cc(OC)c1OC,-29,i
CCN(CC(=O)NCc1cccs1)C(=O)c1cc(=O)[nH]c2ccccc12,-19,/
Cc1cc(C(=O)CN2C(=O)NC(CCS(C)(=O)=O)C2=O)c(C)n1C1CC1 (stereo not drawn),-21,/
CN1CCc2ccccc2Cc2[nH]c3ccccc3c2CC1,-14,i
Cc1nnc(NC2=NCCC2)o1,-8,i
Cc1cc(C)cc(NC(=O)Nc2c(Br)cnn2C)c1,-9,i
CC(=O)Nc1ccc(S(=O)(=O)NNC(=O)CCC(=O)Nc2cc(C)ccc2C)cc1,-10,i
Cc1ccccc1NC(=O)C1CCN(S(=O)(=O)c2ccc3c(c2)NC(=O)C(C)S3)CC1 (stereo not drawn),-36,i
CCSc1nc2c(c(=O)[nH]c(=O)n2C)n1Cc1ccc(Cl)cc1,-50,i
O=C(Nc1ccccc1)[C@@H]1[C@@H]2C(=O)N(c3ccc(F)cc3)C(=O)[C@@H]2[C@H]2C=CC=NN21,-13,i
Cc1sc2ncnc(SCC(=O)NC3CC3)c2c1C,-26,i
Cc1ccc(NC(=O)CN(C)C(=O)COC(=O)c2nccnc2N)cc1,0,/
Cc1cc(C)nc(Sc2nc(Cl)nc(N(c3ccccc3)c3ccccc3)n2)n1,-15,i
CN(C)S(=O)(=O)Nc1ccccn1,-5,i
CC(C)CN(C(=O)Cn1c(=O)cnc2ccccc21)C1CCS(=O)(=O)C1 (stereo not drawn),-11,i
NC(=Nc1ccc(Br)cc1)c1ccccc1,-1,i
C=C1C(C(=O)Nc2cccc(OC)c2)C1C(=O)Nc1cccc(OC)c1 (stereo not drawn),-4,i
O=C(c1cccs1)N1CCc2c([nH]c3ccccc23)C1c1ccccn1 (stereo not drawn),-18,i
O=C(/C=C/c1ccccc1)NC(=S)Nc1ccccc1O,-6,i
Cc1sc2ncn(CC(=O)N3CCN(c4ccccn4)CC3)c(=O)c2c1S(=O)(=O)N1CCCCC1,-21,i
CC1(C)Cc2ccccc2-c2nc3n(c(=O)c21)CCCS3,-17,i
COc1ccc(OCCNC(=O)Nc2cc(F)c(F)cc2Cl)cc1,-27,i
O=C(Nc1ccc(CN2CCCCC2)cc1)c1cccc(F)c1,-9,i
COc1ccc(S(=O)(=O)NC(N)=NCCc2ccccc2)cc1,-25,i
COc1ccc2[nH]c(C(=O)NCCN3CCOCC3)cc2c1,-9,i
O=C(NC(=O)c1ccc(Cl)cc1)Nc1cc(N2CCCCC2)ncn1,-2,i
Cc1cc(C)n(-c2ccc(Cl)c(Cl)c2)n1,-5,i
CC(=O)N1CCN(c2ccc([N+](=O)[O-])cc2)CC1,-10,i
CCN(CC(=O)Nc1ccccc1OC)C(=O)CSCc1ccc(C)cc1,16,/
COc1ccc2c(c1)C(=O)CC(c1ccccc1F)O2 (stereo not drawn),-29,i
CCOC(=O)Cc1csc(NC(=O)CSc2nnc3ccccn23)n1,7,i
COc1ccc(CN(Cc2ccncc2)C(=O)CCC(=O)O)cc1,-4,i
CCNC(=S)N/N=C/c1cc(C)ccc1C,-18,i
NC(=O)C1CCN(C(=O)CCCCCn2c(=O)[nH]c3ccsc3c2=O)CC1,-12,i
C=CCc1cc(C)ccc1OCCOCCC(C(=O)OCC)C(=O)OCC,-49,i

(cont.)
molecule,OX1R antagonist,CHT allo act
CCOc1ccccc1N(C)C(=O)c1ccc2c(=O)n3c(nc2c1)CCCCC3,-17,i
CC(=O)OCCCN1C(=O)c2ccc(Br)cc2C1=O,-10,i
COc1ccc(NC(=O)CSc2nnc(C)s2)cc1S(=O)(=O)N1CCOCC1,-21,/
CCCCN1C(=O)C(=O)N(CC(=O)c2cc(C)n(C3CC3)c2C)C1=O,-24,/
CCN1C(=O)N[C@H](c2ccc(Br)cc2)C(C(=O)OC)=C1C,-37,i
O=C(Cn1nnc(-c2ccc(CN3CCOCC3)cc2)n1)NC1CCCCC1,-6,i
CCC(=O)Nc1nnc(SCC(=O)Nc2ccc3c(c2)OCCO3)s1,-13,i
COc1cc(C2=NOC(C(=O)NCc3cccnc3)C2)cc(OC)c1OC (stereo not drawn),-5,i
CC1(c2nnc(Cc3ccccc3)o2)CC(c2cccc(Cl)c2)=NO1 (stereo not drawn),-13,i
Cc1ccc(OCC(=O)Nc2ccc(-c3nc4ncccc4o3)cc2)cc1,-17,i
O=C(NCc1ccccc1)c1c(Cl)nc(Cl)c(Cl)c1Cl,7,i
CN1CCN(C(=S)NC(=O)c2ccc(Br)cc2)CC1,-9,i
CCCNC(=O)c1ccc(N2CCC3(CC2)CC(c2cccc(Br)c2)=NO3)c(NC(=O)c2ccco2)c1,-24,i
CCN(CC)S(=O)(=O)c1ccc(N2CCOCC2)c(NC(=O)C2CCCO2)c1 (stereo not drawn),-7,i
CCOc1ccccc1OCC(=O)Nc1cccc(S(=O)(=O)NC2=NCCCCC2)c1,-3,/
CCOC(=O)c1c(NC(=O)COC(=O)c2ccccn2)sc(C(=O)N(C)C)c1C,-24,i
COc1ccccc1C(C)NC(=O)CCNC(=O)c1ccc(Cl)cc1 (stereo not drawn),-16,/
O=C(CN1C(=O)NC2(CCCC2)C1=O)Nc1cc(C(F)(F)F)ccc1N1CCOCC1,-28,/
Cc1cccc(CCNC(=O)C2CCN(S(=O)(=O)c3cccc4cccnc34)CC2)c1,-24,i
Cc1ccc(C(=O)C2Oc3ccccc3C3CC(c4ccc(C)cc4)=NN23)cc1 (stereo not drawn),-19,i
Cc1ccc(CNC(=O)c2cccnc2Cl)cc1,4,i
COc1cc(-c2cn(S(=O)(=O)c3cccc4nsnc34)nc2N)cc(OC)c1OC,-17,i
Cc1ccc(C)c(NC(=O)CCCCCN2C(=O)[C@@H]3Cc4ccccc4CN3C2=O)c1,-32,i
CN(c1ccc(OCC(=O)N2CCCC2)cc1)S(=O)(=O)c1ccc(Cl)cc1,-9,/
CCCc1c(O)c2ccccc2n(-c2ccccc2)c1=O,-1,i

Reformatted with values under each structure: entries from further up.
Every second line gives: OX1R antagonist	CHT allo act
CCOC(=O)C(=O)/C(=C\N(C)C)c1onc(-c2c(F)cccc2Cl)c1C(=O)OC
 : -5	i
COC(=O)c1sc(C(C)(C)C)cc1CS(=O)(=O)c1ccccn1
 : 0	i
O=C(OCC(=O)N1CCC(c2ccccc2)=N1)c1ccc([N+](=O)[O-])s1
 : -27	i
Cc1ccc(S(=O)(=O)N2CCCc3ccccc32)cc1C
 : -16	i
COc1ccc2c(c1)C(C)=CC(C)(C)N2S(=O)(=O)c1ccc(NC(C)=O)cc1
 : -12	i
CCN1CCc2c(C#N)c(NCc3ccccc3)nc(NCCO)c2C1
 : -26	i
O=C1OCC(Cn2c3ccccc3c3ccccc32)O1 (stereo not drawn)
 : -5	i
COc1ccc(CNC(=O)C2CCN(C(=O)[C@@H]3Cc4ccccc4CN3)CC2)cc1
 : 7	i
COc1cc2c(cc1OC)C(C)N(C(=O)CCNC(=O)c1ccccc1)CC2 (stereo not drawn)
 : 4	i
Nc1c(-c2ccc(Cl)cc2)nnn1-c1ccccc1
 : -21	i
COCc1cc(SC2CCCCC2)nc(C)n1
 : -22	i
CNCCCOc1ccc(Cl)cc1C(C)(C)C
 : 2	i
COc1ccc(C(=O)COC(=O)c2cnc(C)cn2)c(OC)c1
 : -9	i
Cc1nc(CSc2nnc(C)s2)cs1
 : 5	i
O=C(COC(=O)c1cc(C(F)(F)F)cc(C(F)(F)F)c1)NCc1ccc(Cl)cc1
 : 0	i
Cc1ccc(C)c(S(=O)(=O)N2CCNCC2)c1
 : -28	i
Cc1ccc(NC(=O)CSc2nc(N)cc(=O)[nH]2)cc1S(=O)(=O)N1CCCCCC1
 : -6	/
O=C(CN1CCCCC1)NCC(=O)Nc1ccc(F)c(F)c1F
 : -3	/
Cc1ccc(C2(C)NC(=O)N(CC(=O)Nc3ccc4c(c3)CCC4)C2=O)cc1 (stereo not drawn)
 : -10	/
CCC(C)NC(=O)CS(=O)Cc1nc(-c2cccc(OC)c2)oc1C (stereo not drawn)
 : -22	i
COc1ccc(O)c(C(=O)c2cnn(C(=O)c3cccc(S(=O)(=O)N4CCOCC4)c3)c2)c1
 : -18	i
O=C1c2ccc(-c3ccc(Cl)c(C(F)(F)F)c3)cc2S(=O)(=O)c2cccc(C(=O)N3CCN(c4ccc(Cl)cn4)CC3)c21
 : -7	/
O=C(CNC(=O)c1cccs1)c1ccc(Br)cc1
 : 2	i
Cc1ccc(OCc2ccc(-c3ccccc3)cc2)c([N+](=O)[O-])n1
 : -7	i
Cc1ccc(NC(=O)COC(=O)CNC(=O)c2ccco2)cc1
 : -3	i
CCc1nc(NCc2ccccn2)c2oc3ccccc3c2n1
 : -4	i
